D1 ag – Allosteric Agonists of the Human D1 Dopamine Receptor: qHTS | D(1A) dopamine receptor (Homo sapiens), P21728 | HEK293 T-REx D1 cells, calcium flux, agonist mode | activation, % at 2 µM | 1% of 360,000 active | AID 504660, 2011; in the data active = activation above about 30%; note: 0% is about no effect
Target sequence (P21728 whole entry, looked up): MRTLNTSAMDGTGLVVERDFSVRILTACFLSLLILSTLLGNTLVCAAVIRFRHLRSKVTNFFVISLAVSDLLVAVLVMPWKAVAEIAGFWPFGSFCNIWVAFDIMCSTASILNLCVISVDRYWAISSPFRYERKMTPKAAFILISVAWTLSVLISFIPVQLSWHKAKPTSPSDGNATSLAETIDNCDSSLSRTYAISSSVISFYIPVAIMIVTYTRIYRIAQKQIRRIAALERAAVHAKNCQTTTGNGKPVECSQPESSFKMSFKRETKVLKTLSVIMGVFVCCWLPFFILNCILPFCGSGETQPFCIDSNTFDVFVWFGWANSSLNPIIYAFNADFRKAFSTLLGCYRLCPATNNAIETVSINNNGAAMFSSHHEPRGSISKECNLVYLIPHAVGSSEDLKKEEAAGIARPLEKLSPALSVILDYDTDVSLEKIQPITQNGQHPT
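Tetracycline-induced HEK293 TREx D1 cells, force-coupled to calcium signalling, were dye-loaded with a no-wash calcium kit. Compound was pin-added after a 10 s baseline. Fluorescence was read kinetically at 1 cycle/s for 180 s, with calcium rises flagged as agonism.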
D1 PAM – Potentiators of Human D1 Dopamine Receptor: qHTS. HEK293 TREx D1 cells, calcium flux, dopamine EC20 potentiation. AID 504651, 2011. 0.036% of 360,000 active. D(1A) dopamine receptor (Homo sapiens), P21728. potentiation, % at 10 µM; in the data active = potentiation above about 30%; note: 0% is about no effect
RXFP1 ag – qHTS Assay for Agonists of the Relaxin Receptor RXFP1 | Relaxin receptor 1 (Homo sapiens), Q9HBX9 | HEK293T-RXFP1 cAMP TR-FRET, 30 min; response scale: percent of porcine relaxin response, buffer zero | Potency, µM (highest dose often 57.5 µM), for the others: at the top dose activation, hits mostly activators | 0.3% of 370,000 active | AID 2676, 2010; active = well fitted activation curve with a large enough effect; inconclusive = small, poorly fitted or top-dose-only effect; note: potency is the fitted concentration of half-maximal effect; % is set by controls: 0 for no effect and ±100 for the full control effect; nearly all actives have a fitted effect of over 60% in size; many of its hits are not listed in these tables
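HEK293 cells stably expressing RXFP1, treated 30 min at 37C with compounds plus PDE4 inhibitor Ro 20174; cAMP measured by HTRF TR-FRET. Normalized to buffer and 29 nM porcine relaxin; EC50 by Hill fit.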
D2 potentiator – HTS Assay for Positive Allosteric Modulators of the Human D2 Dopamine Receptor: Primary Screen for Potentiators. D(2) dopamine receptor (Homo sapiens), P14416. potentiation, % at 10 µM. HEK293 T-REx D2, calcium flux, EC20 dopamine potentiation. AID 485347, 2010. 0.34% of 340,000 active;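 active = potentiation over 3 SD above the plate norm, cut at about 30% in these data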; note: 0% is about no effect
Target sequence (P14416 whole entry, looked up): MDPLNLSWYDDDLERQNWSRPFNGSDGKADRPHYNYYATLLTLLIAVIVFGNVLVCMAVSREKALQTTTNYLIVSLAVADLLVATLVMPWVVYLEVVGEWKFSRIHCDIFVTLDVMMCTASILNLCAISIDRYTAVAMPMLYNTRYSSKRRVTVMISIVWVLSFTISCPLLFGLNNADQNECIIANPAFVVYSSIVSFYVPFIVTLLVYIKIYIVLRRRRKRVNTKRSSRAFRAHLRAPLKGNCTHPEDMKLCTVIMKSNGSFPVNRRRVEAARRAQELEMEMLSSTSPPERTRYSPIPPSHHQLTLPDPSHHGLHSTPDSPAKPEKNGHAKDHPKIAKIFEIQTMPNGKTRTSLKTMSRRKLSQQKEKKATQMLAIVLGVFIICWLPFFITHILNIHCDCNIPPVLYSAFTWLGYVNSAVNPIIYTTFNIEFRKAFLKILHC
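Tetracycline-induced HEK293 T-REx cells force-coupled to calcium signalling expressed D2; compounds were pin-added after a 10 s baseline, read kinetically 180 s, then an EC20 dopamine challenge followed with a further 180 s calcium read.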
D2 ag – HTS Assay for Allosteric Agonists of the Human D2 Dopamine Receptor: Primary Screen for Agonists. D(2) dopamine receptor (Homo sapiens), P14416. HEK293 T-REx D2 cells, calcium flux agonist mode. activation, % at 2 µM. 0.53% of 340,000 active. AID 485358, 2010;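 active = activation over 3 SD above normal in the single-dose calcium agonist read, cut at about 30% in these data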; note: 0% is about no effect
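Tetracycline-induced HEK293 T-REx cells with force-coupled D2 receptor, plated overnight at 30 C, loaded with no-wash calcium dye. After a 10 s baseline, compound was pin-added and calcium flux read kinetically for 180 s; calcium rises flagged agonists.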
D2 antag – HTS Assay for Allosteric Antagonists of the Human D2 Dopamine Receptor: Primary Screen for Antagonists | HEK293 TREx D2 cells, calcium flux, dopamine EC80 | inhibition, % at 10 µM | 2% of 340,000 active; in the data active = inhibition above about 30%; note: 0% is about no effect
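Calcium flux kinetic readout in an inducible HEK293 TREx D2 line plated overnight at 30 C. After 180 s compound exposure, an EC80 dopamine challenge follows with another 180 s kinetic read to detect antagonism.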
TRHR PAM – qHTS for Small Molecule Agonists and Allosteric Enhancers of Human TRH Receptor: Primary Screen for Enhancers; Thyrotropin-releasing hormone receptor (Homo sapiens), P34981; AID 493056, 2011; enhancement, % at 2 µM; 0.66% of 360,000 active; TRHR cells, fluo-8 calcium fluorescence, EC20 TRH enhancement; in the data active = enhancement above about 30%; note: 0% is about no effect
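Enhancer read-out: after compound pinning and an initial kinetic agonist-mode read, an EC20 of TRH (10 nM final) was injected and fluo-8 calcium signal (Ex 480/Em 530) followed at 1 s/cycle for 100 cycles in TRHR-expressing cells.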
D1 antagonist – Antagonist of Human D 1 Dopamine Receptor: qHTS; HEK293 TREx D1 cells, calcium flux, dopamine EC80; active compounds read low; AID 504652, 2011; activity change, negative = inhibition, % at 10 µM; D(1A) dopamine receptor (Homo sapiens), P21728; 3.2% of 360,000 active; in the data active = activity change below about -30%; note: % is set by controls: 0 for no effect and ±100 for the full control effect
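Cells carrying a force-coupled, tetracycline-inducible human D1 receptor report calcium flux. Each well gets a 10 s baseline, compound with 180 s monitoring, then an EC80 dopamine stimulus with a second 180 s kinetic read.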
RXFP1 antag – qHTS Assay for Antagonists of the Relaxin Receptor RXFP1. Relaxin receptor 1 (Homo sapiens), Q9HBX9. HEK293-RXFP1, relaxin-stimulated cAMP HTRF, 30 min; active compounds read low. activity change, negative = inhibition, % at 57.5 µM. 0.59% of 350,000 active. AID 1259400, 2018;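 active = activity change of -60% or lower, but not beyond a set lower limit; inconclusive = change between -60% and -40%, or beyond the set limit; inactive = change above -40%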; note: % is set by controls: 0 for no effect and ±100 for the full control effect
Numbers without * were called inactive; ? = inconclusive; · = no result given.

SMILES | D1 ag | D1 PAM | RXFP1 ag | D2 potentiator | D2 ag | D2 antag | TRHR PAM | D1 antagonist | RXFP1 antag
CCOc1ccc(NC(=S)NN2C(C)CCCC2C)cc1 (configuration not stated) | 3 | -1 | 0.4% | -8 | 0.2 | 1 | 4 | -16 | ·
CSc1ccc(CCNC(=O)C2CCCN(S(=O)(=O)N(C)c3ccc(F)cc3)C2)cc1 (configuration not stated) | 14 | -5 | 3.6% | 4 | -0.6 | · | -9 | -14 | -23
COc1ccc(C(=O)CSc2nnc(-c3ccco3)n2CC2CCCO2)cc1 (configuration not stated) | 2 | -4 | -1.4% | -9 | -0.4 | 6 | -4 | 4 | -4
COc1ccc(N2C(=O)N(Cc3ccccc3F)c3ccccc3S2(=O)=O)cc1 | 5 | -4 | 2.6% | -2 | 1.2 | 4 | -4 | -9 | ·
O=C(/C=C/c1ccco1)N(Cc1cccc(Cl)c1)C1CCS(=O)(=O)C1 (configuration not stated) | 3 | 2 | -2.8% | 2 | -1.4 | -8 | -2 | 2 | -10
CCCNc1c(NS(=O)(=O)c2c(F)c(F)c(F)c(F)c2F)c(=O)oc2ccccc12 | 1 | 3 | 3.6% | -6 | 0.2 | 5 | 7 | 6 | -21
C[C@H](CO)NC(=O)[C@@H]1C[C@H]1[C@@H](NP(=O)(c1ccccc1)c1ccccc1)c1ccccc1 | 1 | 2 | 0.8% | 3 | -0.4 | -3 | 0 | 1 | ·
COc1ccc(N2CCN(C(=O)CCNS(=O)(=O)c3cc(Br)cnc3N)CC2)cc1 | 15 | -5 | 1.1% | -3 | 0.6 | -11 | 3 | -11 | -3
Cc1cn(C2CC(OC(=O)C(C)C)C(CO)O2)c(=O)[nH]c1=O (configuration not stated) | 12 | -2 | 3.0% | -11 | -0.1 | 9 | 1 | -6 | 3
CCCc1ncc(C[n+]2ccccc2C)c(N)n1 | -2 | -4 | -0.3% | 11 | -0.2 | -9 | 8 | 1 | 1
CCOc1ccc(S(=O)(=O)Nc2cc(SCC(=O)O)c(O)c3ccccc23)cc1 | 7 | 7 | 0.4% | -4 | 0.1 | -3 | -3 | 0 | -29
CC(C)C[C@@H](COc1ccccc1)N1CCN(CC(C)C)CCC1=O | 0 | 0 | 2.0% | 15 | -1.8 | -5 | 0 | 7 | ·
Cc1ccc(NC(=O)c2ccc(Cl)cc2Cl)cc1O | 1 | -1 | 0.6% | -6 | -0.1 | 1 | 2 | -19 | -3
COc1cc(OC)c(C(=O)OCC(=O)c2cc(C)n(CC3CCCO3)c2C)cc1OC (configuration not stated) | 2 | -3 | 1.9% | 28 | 0.2 | -4 | 1 | 5 | -32
Cc1ccccc1C(=O)Nc1ccnn1C1CCN(C(C)Cc2ccccc2F)CC1 (configuration not stated) | 11 | 2 | 1.5% | -15 | 2.1 | -28 | -1 | -10 | ?
COc1ccc(/C(N)=N/OC(=O)CCc2ccccc2)cc1 | 1 | -3 | -0.8% | -2 | 0.3 | -13 | 3 | 9 | 3
CCCc1ccc2oc(C(=O)N(C)Cc3nccs3)c(C)c2c1 | 13 | -7 | -1.7% | 12 | -1.2 | 28 | -1 | 7 | 0
CCN(CC(=O)NCc1ccc(F)cc1)C(=O)Cc1ccc(OC)cc1 | 4 | 1 | -3.3% | -6 | -0.1 | 11 | -1 | 3 | 0
CCc1cc(C=C(Cl)Cl)oc(=O)c1C | 1 | -6 | 4.6% | 0 | -0.1 | 7 | 5 | -5 | 11
CCn1cc(SCC(=O)Nc2cc(C)on2)c2ccccc21 | 1 | 2 | -0.1% | -1 | -1.1 | -5 | -3 | -1 | 4
CCCNC(=O)c1cc(C)no1 | 0 | -2 | 1.7% | · | · | · | 3 | 12 | 0
CC(C)=CCN1CCN(Cc2ccc(C#CC(C)(C)O)cc2)CC1CCO (configuration not stated) | 2 | -3 | 1.0% | -9 | 0.5 | -3 | -10 | -5 | -1
CCOc1ncccc1C(=O)OCC(=O)Nc1ccc(C)c(S(=O)(=O)N(C)C)c1 | 8 | -3 | 2.5% | -14 | -2.0 | 0 | 36* | -1 | 12
COc1cc(OC)c(NC(=O)c2c(C)oc3ncn(C)c(=O)c23)cc1Cl | -1 | 0 | 5.5% | 6 | 0.5 | · | -5 | 5 | ·
CC(=O)c1ccc(OCCN2CCOCC2)cc1 | 2 | 6 | 1.4% | -4 | 0.4 | -3 | -11 | 2 | -9

Single entries from the results shown:
Result of COc1ccc(N2CCN(C(=O)CCNS(=O)(=O)c3cc(Br)cnc3N)CC2)cc1 under D2 ag: 0.6
Result of COc1ccc(/C(N)=N/OC(=O)CCc2ccccc2)cc1 under D1 ag: 1

Quoted at random: 2 compounds from above
SMILES | D1 ag | D1 PAM | RXFP1 ag | D2 potentiator | D2 ag | D2 antag | TRHR PAM | D1 antagonist | RXFP1 antag
O=C(/C=C/c1ccco1)N(Cc1cccc(Cl)c1)C1CCS(=O)(=O)C1 (configuration not stated) | 3 | 2 | -2.8% | 2 | -1.4 | -8 | -2 | 2 | -10
CCOc1ccc(S(=O)(=O)Nc2cc(SCC(=O)O)c(O)c3ccccc23)cc1 | 7 | 7 | 0.4% | -4 | 0.1 | -3 | -3 | 0 | -29

The results go on:
SMILES | D1 ag | D1 PAM | RXFP1 ag | D2 potentiator | D2 ag | D2 antag | TRHR PAM | D1 antagonist | RXFP1 antag
Cc1c(NC(=O)CSCc2ccc(Cl)cc2Cl)cccc1C(=O)O | 3 | 0 | -3.3% | -5 | 0.6 | 24 | 1 | 1 | 5
CC1=C(C(=O)Nc2ccccc2C)C2(CCCC2)C(C(N)=O)C(=O)N1 (configuration not stated) | 3 | 6 | -2.0% | · | · | · | -6 | -13 | -2
CCOP(=O)(O)c1ccccc1OCCOc1ccccc1P(=O)(O)OCC | 1 | -5 | -1.0% | -1 | -0.2 | 7 | 2 | -9 | 6
CCS(=O)(=O)N1CCc2cc(C(=O)N3CCN(c4ccc(OC)cc4)CC3)ccc21 | 2 | -1 | -1.5% | -2 | 1.0 | · | -1 | 3 | ·
CCCS(=O)(=O)c1nc(S(=O)(=O)c2ccc(C)cc2)c(NCc2ccco2)s1 | 3 | -5 | 1.5% | -8 | 0.4 | -26 | 7 | -10 | -3
O=S(=O)(c1ccc2c(c1)OCCO2)C1CCN(S(=O)(=O)c2c(F)cccc2F)CC1 | 6 | -6 | · | · | · | · | 2 | -1 | ·
Oc1[nH]c2ccccc2c1C1=NCCCC1 | -1 | 3 | 0.1% | -6 | 0.4 | -17 | -7 | -13 | -12
Cc1ccc(S(=O)(=O)N2CCCc3cc(NC(=O)c4ccc(C(F)(F)F)cc4)ccc32)cc1 | 10 | 0 | -0.5% | -3 | 1.7 | · | -1 | -2 | -4
CC(=O)c1sc(NC(=O)c2ccccc2C)nc1C | 3 | -1 | 12% | 13 | 0.1 | -11 | 3 | -11 | -7
O=C1CC(Nc2ccc(N3CCOCC3)cc2)C(=O)N1c1ccccc1F (configuration not stated) | 2 | -4 | -0.6% | 3 | 0.1 | -9 | 4 | -14 | ·
O=C(/C=C/c1ccccc1[N+](=O)[O-])OCC(=O)c1ccccc1 | 11 | 0 | -0.4% | 4 | 0.6 | 12 | 2 | -6 | -8
C=CCNCCOCCOc1ccc(C)cc1Br | 13 | -4 | -2.3% | -22 | -0.3 | 4 | 8 | 18 | -10
CCC(C)N(NC(C)=O)c1nc(Cl)nc(NC(C)C)n1 (configuration not stated) | 3 | 2 | 1.6% | 4 | 0.1 | -2 | -2 | 14 | 4
COc1ccc(C2C(C(=O)c3ccco3)=C(O)C(=O)N2CCc2ccccc2)cc1OC (configuration not stated) | 2 | -3 | 14% | -1 | 0.2 | -2 | -3 | 17 | 16
O=C1CSC(c2cccnc2)N1c1cccc(Cl)c1 (configuration not stated) | 2 | 0 | 0.4% | 2 | -0.7 | -10 | -3 | -9 | 2
COC(=O)c1ccc(NC(=O)CCc2nnc3ccc(N4CCC5(CC4)OCCO5)nn23)cc1 | 1 | -4 | 8.7% | 1 | -0.2 | -1 | 5 | -2 | 26
O=C(CCS(=O)(=O)c1ccc(Cl)cc1)Nc1ccccc1Br | 0 | -3 | 0.5% | 9 | 0.2 | -2 | -1 | 8 | 0
O=C(CCC1COc2ccccc2O1)Nc1ccc(Cl)cn1 (configuration not stated) | 3 | -3 | 0.5% | -12 | -0.6 | -7 | -8 | -25 | 1
COc1ccc(C(=O)NNC(=O)Cc2ccc(-c3ccccc3)cc2)cc1OC | 4 | 1 | 4.1% | -5 | 0.4 | -3 | -3 | -4 | 5
CCN(C(=O)COC(=O)c1cccnc1SC)c1c(N)n(Cc2ccccc2)c(=O)[nH]c1=O | 3 | -2 | 1.8% | -1 | 0.3 | -11 | 5 | 1 | -6
COC(=O)[C@]1(C)CCC[C@@]2(C)C3CC[C@@]4(C)C[C@]3(CCC21)CC(=O)N4Cc1ccc(OC)cc1 (some centres not stated) | 1 | -2 | 0.9% | 9 | 1.9 | 25 | -1 | · | ·
O=C(NCc1cccc(Br)c1)c1ccc(-n2cnc3cccnc32)cc1 | 2 | -2 | -1.5% | 12 | -0.3 | · | 10 | 0 | -5
CN1CCN(C(=O)c2cn(-c3ccccc3)nc2-c2cccs2)CC1 | 1 | 2 | 3.4% | -6 | 0.7 | 10 | -5 | 21 | 10
COc1ccc(C)c2sc(N(CCN(C)C)C(=O)/C=C/c3cccs3)nc12 | 12 | -3 | -0.4% | -31 | 0.9 | -8 | 10 | -4 | -20
O=C(O)C1OC(C(=O)O)C2C1C(F)(F)C2(F)F (configuration not stated) | 3 | 1 | 1.1% | 0 | 0.5 | -8 | 5 | 12 | 15
O=C(c1ccccc1)N1CCN(c2ncnc3sc4c(c23)CCC4)CC1 | 18 | -3 | -3.9% | 0 | -0.9 | -19 | 3 | 5 | 0

TRHR PAM: what is marked active above
structure	D1 ag	D1 PAM	D2 potentiator	D2 antag	TRHR PAM	D1 antagonist	RXFP1 antag
CCOc1ncccc1C(=O)OCC(=O)Nc1ccc(C)c(S(=O)(=O)N(C)C)c1	8	-3	-14	0	36*	-1	12

Assay outcomes deposited in PubChem BioAssay by National Center for Advancing Translational Sciences (NCATS).

An excerpt; count on the stated rates, not on these rows.
